Source: PubChem
DT40 TDP1 no CPT = qHTS for Inhibitors of human tyrosyl-DNA phosphodiesterase 1 (TDP1): qHTS in cells in absence of CPT | DT40 Tdp1-/- hTDP1 cells, no CPT, ATP luminescence, 48 h | Potency, µM (series often up to 46.2 µM), for inactives: top-dose activity change, negative = growth inhibition, actives largely listed as inhibitors | actives 15% (n = 420,000); note: nearly all actives have a fitted effect of over 55% in size
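Compound effects on proliferation are scored in DT40 Tdp1-/-;hTDP1 cells in the absence of CPT. ATP levels (CellTiter-Glo luminescence) are recorded after a ≥48 hr, 37 °C incubation.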
N370S GC = inhibitors or activators of N370S glucocerebrosidase for Gaucher disease. P04062. N370S GC spleen homogenate, 4MU-glucoside fluorescence. Potency, µM (highest dose often 59.4 µM), without a hit: at the highest dose activity change, negative = inhibition, actives largely listed as inhibitors. actives 0.092% (n = 330,000). AID 2101;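 note: 0% = full enzyme activity and -100% = no enzyme basal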
TDP1 inh = TDP1 (human) enzyme inhibition. recombinant TDP1, AlphaScreen DNA substrate cleavage. Potency, µM (top dose mostly 130 µM), inactives show top-dose activity change, negative = inhibition, actives largely listed as inhibitors. actives 0.28% (n = 350,000). AID 485290; note: nearly all actives have a fitted effect of over 40% in size
Target sequence (Q9NUW8 whole entry, looked up): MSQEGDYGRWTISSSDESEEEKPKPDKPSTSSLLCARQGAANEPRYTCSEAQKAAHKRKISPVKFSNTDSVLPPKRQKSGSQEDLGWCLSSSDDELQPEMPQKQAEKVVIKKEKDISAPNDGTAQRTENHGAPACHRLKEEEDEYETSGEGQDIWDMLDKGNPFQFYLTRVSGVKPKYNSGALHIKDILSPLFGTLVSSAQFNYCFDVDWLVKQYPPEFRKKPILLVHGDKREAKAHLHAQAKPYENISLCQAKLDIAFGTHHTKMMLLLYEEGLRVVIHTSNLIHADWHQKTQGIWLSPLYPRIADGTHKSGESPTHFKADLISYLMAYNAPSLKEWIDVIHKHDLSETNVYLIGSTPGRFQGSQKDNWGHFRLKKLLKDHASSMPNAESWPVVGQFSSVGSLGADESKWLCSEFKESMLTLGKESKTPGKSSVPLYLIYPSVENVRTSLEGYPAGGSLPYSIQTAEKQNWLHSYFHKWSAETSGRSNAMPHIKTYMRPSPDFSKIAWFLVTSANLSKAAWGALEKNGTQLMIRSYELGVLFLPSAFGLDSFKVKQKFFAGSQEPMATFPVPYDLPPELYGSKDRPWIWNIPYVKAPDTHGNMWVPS
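Recombinant E. coli-expressed Tdp1 (1 nM) preincubated with compound 15 min at RT, then 5'-biotin/3'-phosphotyrosine-FITC DNA substrate (15 nM) added for 5 min. AlphaScreen beads (10 ug/ml) added, 10 min RT; tyrosine-FITC cleavage read as signal loss.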
* marks the source's active call; other numbers are inactive results; u = inconclusive; x = not tested or not shown; & = joins results of further samples; [ ] = dose if it differs, or a comment. Calls come from the whole dose curve; as a rule, active = well fitted curve in the direction sought with a large enough effect; inconclusive = small, poorly fitted or top-dose-only effect, or another doubt; inactive = no such curve, though single readings can be large; an effect the other way counts as inactive or inconclusive. Unless noted, % is set by controls: 0 for no effect and ±100 for the full control effect; potency is the fitted concentration of half-maximal effect. Not all compounds are listed; rates above refer to the full screens.

SMILES	DT40 TDP1 no CPT	N370S GC	TDP1 inh
CC1CC(C)CN(C(=O)C2CCN(S(=O)(=O)c3ccc4c(c3)CC(C)N4C(=O)C3CC3)CC2)C1 (configuration not stated)	u	-26.7%	2.3%
O=C1CSC(c2ccccc2)N1c1ccc(F)cc1F (configuration not stated)	-10.0%	-6.3%	x
O=C(OCC(=O)N(C1CCCCC1)C1CCCCC1)c1ccc(O)cc1	u	-0.6%	x
COC(=O)c1ccc(Cl)cc1NC(=O)N1CC2CCCN2c2ccccc21 (configuration not stated)	u	x	2.6%
Cc1onc(-c2ccccc2)c1-c1csc(N/N=C/c2ccccc2Cl)n1	u	4.2%	3.5%
CCCCCn1c(N)c(-c2nc3ccccc3o2)c2c([N+](=O)[O-])nn(CC)c(=O)c21	u	5.3%	-2.6%
Cc1nc(NCCOc2ccccc2)sc1C(=O)Nc1ccccc1	u	-1.7%	x
Cc1cc(C)n2nc(-c3ccc(Br)cc3)cc2n1	u	1.5%	x
COc1cc(C=O)ccc1OCCOCCOc1ccccc1Cl	u	1.7%	-6.7%
Cc1ccc(C)c(Nc2ncnc3nc[nH]c23)c1	-5.7%	-19.6%	6.5%
COC(=O)c1c(NC(=O)C(=O)N2CCOCC2)sc2c1CCC2	u	-8.2%	6.1%
CCC(=O)N1CCc2cc(CNC(=O)c3ccccc3C)ccc21	u	x	4.4%
COC(=O)c1cc2sccc2n1CC(=O)Nc1cccc(SC)c1	u	3.0%	-1.0%
COC(=O)c1sccc1NC(=S)N1CCC(C)CC1	-19.0%	-4.2%	2.3%
CCC(C)n1cnc2c(c1=O)c1nc3ccccc3nc1n2Cc1ccc(OC)cc1 (configuration not stated)	14.6µM*	u	-2.0%
COc1ccc2c(-c3ccc(OCCN4CCOCC4)cc3)c(-c3ccccc3OC)sc2c1	20.6µM*	x	1.6%[56.1 µM]
CSc1ccc(CCNC(=O)CCc2nnc3ccc(N4CCCCC4)nn23)cc1	u	-24.5%	x
COC(=O)C(NC(=O)c1ccccc1)c1ccccc1 (configuration not stated)	2.5%	10.9%	0.0%
Cc1cc(C)c2oc(-c3cccc(NC(=O)c4ccc(F)cc4)c3)nc2c1	u	4.3%	2.0%
CCCNC(=O)c1ccc(Cn2c(SCC(N)=O)nc3ccccc3c2=O)cc1	u	x	7.7%
CN1CCN(c2ccccc2NC(=O)c2cccc([N+](=O)[O-])c2)CC1	-13.6%	-2.3%	0.0%
COc1ccc2c(c1)O[C@@H]1c3ccc(OC)cc3OCC21 (some centres not stated)	13.5%	-4.2%	11.9%[56.1 µM]
Cc1cc(N2CCC(C)CC2)n2nc(C)c(-c3ccccc3)c2n1	u	-3.8%	1.0%
COC(=O)c1ccc(N2CCN(S(=O)(=O)c3ccc4ccccc4c3)CC2)c([N+](=O)[O-])c1	20.6µM*	-7.0%	4.2%
Cc1ccc(OCCn2cc(/C(N)=N/O)c3ccccc32)cc1C	u	u	7.1%
O=C(CN1CCN(c2nc(-c3ccccc3)cs2)CC1)NNC(=O)c1ccc(Br)cc1	-23.0%	2.7%	5.2%
Cc1nc2ccc(S(=O)(=O)CCC(=O)Nc3ccccc3C)cc2s1	-4.4%	x	5.1%
O=C(CSc1nccn1Cc1ccc(Cl)cc1)Nc1nc2ccccc2s1	u	x	10.8%
CC(C)Cc1nc2ccccc2n1CCc1ccccc1	u	-0.2%	2.6%
COc1cc2ccccc2cc1C(=O)N(CCN(C)C)c1nc2c(F)cccc2s1	-8.8%	-12.4%	13.1%
Cc1cc(C(=O)N/N=C/c2c(C)nn(-c3ccccc3)c2C)c(C)o1	-19.8%	11.8%	11.2%
CC(C)c1nc2ccc(C(=O)NCc3ccc(F)cc3)cc2o1	u	x	3.0%
O=C(/C(=C/c1cccnc1)n1ccnc1)c1ccc(Cl)cc1Cl	14.6µM*	-18.2%	9.8%
CCN(CC)c1ccc(CNc2nc3ccccc3n2C)cc1	-7.7%	-10.7%	x
COc1ccc(Nc2ncc(C(=O)Nc3cccc(OC)c3)c3ccccc23)cc1	-13.3%	x	5.9%
COC(=O)c1ccc(N2NC(=O)/C(=C/c3cc(OC)c(O)c(OC)c3)C2=O)cc1	u	u	x
CSc1ccc(NC(N)=S)cc1	u	-3.3%	-5.5%
CCOC(=O)c1ccc(NC(=S)NNC(=O)C2(C)CC2(Cl)Cl)cc1 (configuration not stated)	u	9.9%	-2.2%
O=C1NC(=S)S/C1=C\c1cc2ccccc2nc1N1CCCCC1	20.6µM*	-5.5%	2.7%
Cc1cccc(CN2CCN([C@@H](c3ccccc3)c3ccc(Cl)cc3)CC2)c1	x	-16.5%[21.6 µM]	7.4%[56.1 µM]
CC1=C(C(=O)OCc2ccccc2)C(c2cccs2)N2C(=O)CCSC2=N1 (configuration not stated)	-25.3%	2.8%	0.0%
COC(=O)c1ccc(Nc2nc(N3CCOCC3)nc(N3CCOCC3)n2)cc1	-23.7%	-19.8%	2.2%
OC(COc1ccc(F)cc1)CN1CCN(CC(O)COc2ccc(F)cc2)CC1 (configuration not stated)	u	0.3%	x
O=C(NC(=S)Nc1cccc(C(F)(F)F)c1)c1csnn1	u	16.8%	x
Cc1cc(C(=O)OCC(N)=O)c(C)n1-c1ccccc1	u	-9.1%	5.0%
CC1=C(C#N)c2nc(N)c(C#N)c(C)c2/C1=C\c1ccc(-c2ccccc2C(=O)O)o1	-5.7%	-18.5%	x
Cc1c(C(=O)N2CCN(C(=O)c3ccco3)CC2)sc2nc(-c3ccc(F)cc3)cn12	u	-0.9%	2.1%
COc1ccc2c(c1)cc1c(=O)n(CC(=O)NC3CC3)nc(C)n12	4.0%	x	-2.9%
CN(C)CCNC(=O)/C(=C/c1ccc(-c2ccc(Cl)cc2)o1)NC(=O)c1ccccc1	u	4.3%	-1.2%
Cc1ccc(-n2c(=O)c3c4c(sc3n(Cc3cc(=O)n5cc(Cl)ccc5n3)c2=O)CCC4)cc1C	-6.0%	x	2.9%

(listing goes on)
SMILES	DT40 TDP1 no CPT	N370S GC	TDP1 inh
N#Cc1cccc(-c2ccc3ncnc(NCCN4CCOCC4)c3c2)c1	u	-5.9%	x
C=CCN1c2ccccc2[C@]23C[C@@H](C(=O)OC)N(C(=O)c4cccs4)C2=NC(C(=O)OC)=C(C(=O)OC)[C@H]13	u	6.8%[12.8 µM]	17.3%[12.3 µM]
CC(C)(C)C1c2[nH]c3ccccc3c2CCN1Cc1cccc(OCCO)c1 (configuration not stated)	u	-6.8%	2.8%
Cc1ccc(F)cc1NC(=O)C1CCCN(c2ncccn2)C1 (configuration not stated)	-0.5%	-3.2%	-2.6%
CC(=O)Nc1ccc(S(=O)(=O)Nc2ccc(=O)n(Cc3ccc(Cl)c(Cl)c3)c2)cc1	-0.6%	-1.8%	-1.2%
CCN(CC(=O)Nc1c(F)cccc1F)C(=O)C1CC(=O)N(c2ccc3c(c2)OCCO3)C1 (configuration not stated)	-24.6%	3.8%	-0.3%
CCOc1ccc(CCNC(=O)c2cc(Nc3ccc(C)cc3C)nc3ccccc23)cc1OCC	8.2µM*	x	4.7%
CCCCC(=O)N(c1ccc(OCC)cc1)C1C=CS(=O)(=O)C1 (configuration not stated)	-36.4%	2.0%	1.1%
CCCCC(O)(CCCC)C(=O)NN(C(=O)OCC)c1ccccc1	u	6.0%	2.7%
COc1ccc(NC(=O)c2cc3c(CO)cnc(C)c3oc2=Nc2cc(OC)cc(OC)c2)cc1	-16.2%	-0.1%	x
NC(=O)c1nsc(C(=O)N(c2ccc3c(c2)OCO3)C(C(=O)NCC2CCCO2)c2ccc(F)cc2)c1N (configuration not stated)	u	-14.9%	6.9%
CCNc1ccc(C(=O)OCC)cc1NC(=O)c1cccc(N(C)C)c1	2.59µM*	11.1%	3.2%
CCOP(=O)(O)c1cccc(OCCOCCOc2cccc(P(=O)(O)OCC)c2)c1	-5.5%	-4.3%	-12.3%
CCCCn1c(SCC(=O)NCc2ccc3c(c2)OCO3)nnc1C(CC)N(C)C (configuration not stated)	-3.8%	-10.4%	-8.9%
O=C(COC(=O)c1ccc(Br)cc1)NCC1CCCO1 (configuration not stated)	-21.7%	x	-1.0%
O=C(CCc1nc2ccccc2c(=O)[nH]1)NCCN1C(=O)S/C(=C\c2ccccc2Cl)C1=O	u	-4.9%	x
CCN(CC)c1ccc(NC(=O)c2ccccc2F)cc1	23.1µM*	1.7%	13.0%
COc1cc(Br)c(-c2sc(Nc3ccccc3)n[n+]2-c2ccc(F)cc2)cc1OC	-27.8%	-0.8%	x
CCSc1nnc(NC(=O)c2cccc(S(=O)(=O)N(C)c3ccc(C)cc3)c2)s1	u	4.6%	8.1%
CSc1nnc(Cc2ccc3c(c2)OCO3)o1	-6.7%	5.5%	1.1%
CN1C(=O)NC(NC(=O)c2ccco2)(C(F)(F)F)C1=O (configuration not stated)	-1.7%	1.7%	-6.0%
Cc1ccc(C(=O)Nc2ccc(F)cc2)cc1S(=O)(=O)N1CCOCC1	u	x	0.0%
CC(=O)Oc1ccc2c(c1)C(=O)c1ccccc1CO2	-1.6%	2.7%	-1.0%
COc1cccc(-c2noc(C3CCCN(C(=O)c4ccc(F)cc4F)C3)n2)c1 (configuration not stated)	-19.3%	-9.7%	x
CC1CC(=O)NN=C1c1ccc(N)c([N+](=O)[O-])c1 (configuration not stated)	-22.0%	14.6%	3.4%
Cc1ccc(C)c(OC(C)C(=O)Nc2ccc(S(=O)(=O)Nc3nccs3)cc2)c1 (configuration not stated)	-15.9%	-2.2%	0.0%
Cc1cccc(NC(=S)NC(C)CCc2ccccc2)c1 (configuration not stated)	u	13.7%	5.5%
C[C@H](NC(=O)c1ccccc1Cl)C(=O)OCCOc1ccc(Cl)cc1	0.5%	-12.8%	0.0%
Clc1ccc(-c2nc3ccncc3[nH]2)cc1	u	4.0%	-2.3%
COC(=O)/C(C#N)=C/c1c(N2CCN(c3ccccc3)CC2)nc2ccccn2c1=O	-25.1%	3.9%	x

Arranged by formula weight (lowest first): part of the list above
SMILES	DT40 TDP1 no CPT	N370S GC	TDP1 inh
Clc1ccc(-c2nc3ccncc3[nH]2)cc1	u	4.0%	-2.3%
CC1CC(=O)NN=C1c1ccc(N)c([N+](=O)[O-])c1 (configuration not stated)	-22.0%	14.6%	3.4%
CN1C(=O)NC(NC(=O)c2ccco2)(C(F)(F)F)C1=O (configuration not stated)	-1.7%	1.7%	-6.0%
Cc1cccc(NC(=S)NC(C)CCc2ccccc2)c1 (configuration not stated)	u	13.7%	5.5%
Cc1ccc(C(=O)Nc2ccc(F)cc2)cc1S(=O)(=O)N1CCOCC1	u	x	0.0%
COc1cccc(-c2noc(C3CCCN(C(=O)c4ccc(F)cc4F)C3)n2)c1 (configuration not stated)	-19.3%	-9.7%	x

The list continues:
SMILES	DT40 TDP1 no CPT	N370S GC	TDP1 inh
COc1ccc(CN2CCN(C(=O)c3ccc(S(=O)(=O)N4CCCCCC4)cc3)CC2)cc1	14.6µM*	0.9%	4.1%
CCCCN(C(=O)CC1OC(=O)c2ccccc21)c1c(N)n(CCCC)c(=O)[nH]c1=O (configuration not stated)	-7.1%	4.4%	x
Cc1cccc(-c2noc(CN(C(=O)c3ccc4c(c3)OCO4)C(C)C)n2)c1	u	u	8.7%
O=c1c2ccccc2c(C=NC2CCS(=O)(=O)C2)c(O)n1-c1ccccc1 (configuration not stated)	1.1%	-7.0%	4.2%
COc1ccc(NC(=O)c2ccc3c(c2)C(=O)N(Cc2ccncc2)C3=O)cc1S(N)(=O)=O	-13.3%	x	-9.4%
Cc1ccc(C(=O)OCCN(C)Cc2ccccc2)cc1	u	-8.8%	3.7%
COc1cccc(CNC(=O)C2CCCCN2S(=O)(=O)c2ccc(F)cc2)c1 (configuration not stated)	u	x	2.6%
O=C(OCC(O)CO)c1ccccc1Nc1ccnc2cc(Cl)ccc12 (configuration not stated)	u	1.4%&12.3%	0.0%[56.1 µM]
CCCCNc1nnc(SCC(=O)N2CCN(S(=O)(=O)c3ccc4ccccc4c3)CC2)s1	23.1µM*	x	-1.1%
O=C(CN1C(=O)CCC1=O)Nc1nc(-c2ccc(Oc3ccccc3)cc2)cs1	u	8.6%	-13.6%
CC(=O)c1nn(-c2cccc(Cl)c2)cc1C(=O)c1ccco1	1.0%	5.1%	4.1%
COCC(C)NC(=O)COc1ccc(Cl)cc1Cl (configuration not stated)	u	9.0%	-3.9%[56.1 µM]
Cc1ccc(CSc2nc3c(c(=O)[nH]2)C(c2ccncc2)C2=C(CCCC2=O)N3)cc1 (configuration not stated)	-24.6%	-10.1%	8.0%
Cc1c(C(=O)Nc2ccccc2-c2ccccc2)cccc1[N+](=O)[O-]	u	1.5%	-2.0%
CCOc1cc(C(=O)Nn2cnnc2)cc(OCC)c1OCC	u	1.5%	2.4%
CCC(=O)NC1(Cc2ccc(O)cc2)CCCCC1	-14.0%	-3.7%	2.6%
COc1ccc(CN(C)C(=O)Cn2ccc(N)nc2=O)cc1OC	-10.9%	x	1.8%
